# Screens from PubChem BioAssay.
# VHR inh abs = inhibitors of human VHR1 phosphatase (DUSP3) | P51452 | recombinant VHR phosphatase, pNPP absorbance | inhibition, % at 13.3 µM | hit rate 0.52% among 290,000; in the data active = inhibition above about 50%; also: some compounds called inactive have numbers as strong as hits
# FBA Mtb inh = inhibitors of M. tuberculosis fructose-bisphosphate aldolase | P9WQA3 | inhibition, % at 1 µM | AID 588726 | purified M. tuberculosis FBA, fluorescence read-out | hit rate 2.3% among 360,000; in the data active = inhibition above about 27%;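 also: 0% = vehicle and 100% = reference inhibitor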
# SSB-PriA inh = K. pneumoniae PriA-SSBct interaction inhibition; AlphaScreen SSBct-PriA binding, biotinylated peptide; inhibition, % at 33 µM; hit rate 0.6% among 430,000; in the data active = inhibition mostly above about 37%, no sharp cut-off; inactive = mostly below about 20%;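 also: plate controls were negative control peptide for no effect and reference peptide for full effect; strong numbers were not always called active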
# GDH-TPI counter = counter-screen for M. tuberculosis FBA inhibitors: GDH-TPI coupled enzymes; inhibition, % at 4.8 µM; GDH-TPI coupled enzyme counterscreen, NADH absorbance; hit rate 1.2% among 360,000; AID 588335; in the data active = inhibition above about 30%;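 also: 0% = DMSO wells and 100% = wells lacking the enzyme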
# MazF activator = activators of E. coli MazEF toxin-antitoxin RNase; P0AE70; activation, % at 20 µM; FAM/BHQ RNA-DNA oligo cleavage fluorescence, 5 h; hit rate 0.32% among 350,000; in the data active = activation above about 50%
# Target sequence (P0AE70 whole entry, looked up): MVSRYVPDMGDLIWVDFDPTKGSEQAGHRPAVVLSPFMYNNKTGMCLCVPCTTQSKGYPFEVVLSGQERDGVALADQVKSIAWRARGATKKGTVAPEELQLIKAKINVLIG
# Rv3671c inh = Rv3671c (M. tuberculosis) protease inhibition; inhibition, % at 5.96 µM; AID 2606; P9WHR9; hit rate 0.048% among 320,000; in the data active = inhibition above about 38%;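 also: extracellular domain of Rv3671c used as enzyme; 0% = enzyme with DMSO and 100% = no enzyme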
# Target sequence (P9WHR9 whole entry, looked up, the tested form may be a part): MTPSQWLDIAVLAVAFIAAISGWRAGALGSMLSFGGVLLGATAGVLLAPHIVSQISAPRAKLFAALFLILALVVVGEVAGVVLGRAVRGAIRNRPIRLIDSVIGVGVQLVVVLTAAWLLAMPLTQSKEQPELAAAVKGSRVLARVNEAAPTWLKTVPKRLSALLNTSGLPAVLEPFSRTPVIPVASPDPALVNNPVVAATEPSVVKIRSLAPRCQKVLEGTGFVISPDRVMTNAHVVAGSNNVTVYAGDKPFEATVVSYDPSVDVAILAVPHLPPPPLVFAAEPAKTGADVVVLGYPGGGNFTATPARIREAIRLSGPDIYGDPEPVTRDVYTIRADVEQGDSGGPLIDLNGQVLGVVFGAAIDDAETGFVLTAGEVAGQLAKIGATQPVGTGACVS
# UGM FP inh = Mtb UDP-galactopyranose mutase inhibition | purified UGM, fluorescence polarization probe displacement | inhibition, % at 10 µM | P9WIQ1 | hit rate 0.06% among 320,000; in the data active = inhibition above about 10%, passing the limit was not always enough
# Target sequence (P9WIQ1 whole entry, looked up): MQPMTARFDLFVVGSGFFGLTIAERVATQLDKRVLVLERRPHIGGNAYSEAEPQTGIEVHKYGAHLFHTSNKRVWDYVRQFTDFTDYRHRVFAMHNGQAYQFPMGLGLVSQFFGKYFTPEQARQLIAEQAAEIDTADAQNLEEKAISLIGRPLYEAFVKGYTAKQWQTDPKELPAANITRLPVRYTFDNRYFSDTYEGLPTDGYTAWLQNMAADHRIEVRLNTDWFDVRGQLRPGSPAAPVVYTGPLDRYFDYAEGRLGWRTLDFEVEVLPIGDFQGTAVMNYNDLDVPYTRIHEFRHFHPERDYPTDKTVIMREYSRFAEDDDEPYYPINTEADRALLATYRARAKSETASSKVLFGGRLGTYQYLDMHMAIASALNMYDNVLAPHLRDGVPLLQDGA
# Mtb BioA inh = BioA (M. tuberculosis) enzyme inhibition; hit rate 0.096% among 360,000; inhibition, % at 9.99 µM; AID 602481; purified M. tuberculosis BioA enzyme, plate reader; in the data active = inhibition above about 40%
# SARS 3CLpro inh = SARS-CoV 3CLpro protease inhibition. P0C6X7. recombinant SARS-CoV 3CLpro, quenched FRET peptide cleavage. inhibition, % at 6 µM. hit rate 0.14% among 290,000. AID 1706; in the data active = inhibition above about 12%
# Vc quorum ag = induces V. cholerae light production without autoinducers; V. cholerae BH1578 lux reporter, luminescence, 6 h; activation, % at 18.7 µM; hit rate 0.16% among 350,000; AID 588436; in the data active = activation mostly above about 9.7%, no sharp cut-off; also: not every result past the cut was called active; inactives centre near 0; reference of the scale not given here
# Active calls of the source: *; i = inactive; x = not tested or not shown; & = joins results of further samples. A portion of the library; rates above refer to the full screens.
SMILES,VHR inh abs,FBA Mtb inh,SSB-PriA inh,GDH-TPI counter,MazF activator,Rv3671c inh,UGM FP inh,Mtb BioA inh,SARS 3CLpro inh,Vc quorum ag
CCNC(=S)Nc1ccc(S(=O)(=O)Nc2cc(C)nc(C)n2)cc1,-10,-1,-11,0,9,-11,2.4,0.4,3,-0.2
CN(C(=O)c1cccc(NC(=O)Cc2ccc(NC(=O)C3CCN(C(=O)c4ccccc4)CC3)cc2)c1)C1CCCC1,x,1,-6,2,-5,x,x,-2.6,x,i
Cc1cc(C)c(-n2nnnc2SCC(=O)c2cccs2)c(C)c1,18,-1,-3,14,2,6,-1.8,1.1,2,-0.6
CCCCCN(C(=O)CCC(=O)OCC(=O)Nc1cccc(SC)c1)c1c(N)n(CCCC)c(=O)[nH]c1=O,x,6,-11,8,-7,-10,-0.3,x,x,5.3
COc1ccc(CC/C(=N\O)C2(O)CCCCC2)cc1,19,-2,x,-1,5,2,3.3,-0.3,6,i
CCCCCCC[N+](CC)(CC)CCCCc1ccc(Cl)cc1,x,1,-7,11,2,0,0.5,4.8,x,-0.4
Cc1ccc(CNC(=O)Cn2cnc(S(=O)(=O)N3CCC(C)CC3)c2)o1,2,0,-1,-2,-3,1,1.0,-0.3,3,0.4
O=C(Cn1[nH]c(=O)c2ccccc2c1=O)OCC(=O)N1CCc2ccccc2C1,15,0,-12,1,-1,-12,-1.8,x,-1,7.1
COc1ccccc1CCC(=O)N(C)C1CCCN(Cc2ccccc2F)C1 (configuration not stated),47,-1,9,5,-1,0,2.1,-0.1,-2,-1.6
COc1cccc(CNC(=O)CN2CCC(c3nc4ccc(C)cc4[nH]3)CC2)c1,27,-1,-14,0,-5,0,-0.9,x,3,-0.4
COc1cc(SC)ccc1C(=O)Nc1ccccc1,-7,3,-27,2,-11,-1,-0.3,0.4,2,-0.3
CN(C)/C=N/c1nc2nccc(-c3ccc(Cl)cc3)n2n1,-5,72*,x,19,1,3,-1.2,x,1,0.2
Cc1onc(-c2ccccc2)c1C(=O)N1CCN(C)CC1,14,4,-5,8,6,-6,0.5,0.4,0,i
COc1ccc(CC(=O)O)cc1O,14,0,10,-4,4,0,2.6,-0.8,1,1.0
O=C(Nc1ccc(N2CCN(C(=O)c3ccccc3)CC2)cc1)c1ccc([N+](=O)[O-])o1,5,1,-6,12,4,x,x,x,5,-0.7
COc1ccc(-c2cc3cc(OC)c(OC)cc3cn2)cc1OC,x,-1,-3,12,10,-3,-1.4,x,x,i
CCCCN(C)CCN1C(=O)C2C(C(=O)Nc3ccc(Cl)cc3)C3C=CC2(O3)C1C(=O)NC1CCCCC1 (configuration not stated),25,-5,-15,0,16,-7,-1.1,-1.4,0,-0.3
COc1ccc(OC)c(C(=O)c2ccc(C(=O)N3CCN(Cc4csc(C)n4)CC3)cc2)c1,-12,-3,9,1,5,2,-4.0,x,4,-0.2
COc1ccc(CCNC(=O)CSCc2ccc(F)cc2)cc1OC,13,-3,3,-4,2,-7,0.2,11,4,i
CCc1nnc(N2C(=O)c3ccccc3C2(O)c2ccccc2)s1 (configuration not stated),14,3,1,11,3,0,0.0,-0.8,-1,-0.4
CN(C)CCCNc1c2ccccc2nc2ccccc12,24,177*,-7,7,-1,-15,4.1,0.4,1,0.3
COc1ccc(Cl)cc1C(=O)CSc1nnnn1C,20,4,-6,-5,9,-7,1.9,x,2,i
CC(C)CN1CCN(Cc2nc(C(C)C)cs2)CC1CCO (configuration not stated),26,1,-7,0,0,10,1.1,x,0,-0.6
O=C(c1cccs1)N(c1cccc(Cl)c1)C1C=CS(=O)(=O)C1 (configuration not stated),18,-1,-8,2,-3,-4,-5.4,x,-3,i
CCS(=O)(=O)c1ccc(O)c(NC(=O)c2ccc(S(=O)(=O)N3CCCCCC3)cc2)c1,x,-1,4,22,6,3,1.3,2.3,x,i
CCCCCn1c(=O)c(C(=O)Nc2nc(CC(=O)OCC)cs2)c(O)c2ccccc21,-10,-1,-12,-5,12,5,1.2,x,-3,-0.3
Cc1ccccc1N1C(=S)NC2c3ccccc3OC1(C)C2C(=O)N(C)C (configuration not stated),45,-1,-4,-1,1,3,0.9,-4.0,-1,i
COc1ccc2nc(C)cc(SCC(=O)O)c2c1,8&21,7&8,-3,11&17,-1&7,-3&3,0.6&1.3,0.8&0.5,0&5,-0.4
CCc1ccc(-n2c(=O)c3ccccc3n(CC(=O)NCc3ccco3)c2=O)cc1,-11,1,-2,10,3,-8,0.1,-0.3,0,0.5
C=CCN(c1ccc(C(=O)Nc2ccc(NC(C)=O)cc2)cc1)S(C)(=O)=O,25,-1,-5,0,9,12,-3.8,1.0,3,i
COc1ccc(Nc2ccc(N3C(=O)CC(C)C3=O)cc2[N+](=O)[O-])cn1 (configuration not stated),6,-8,3,5,-9,2,1.6,x,-5,-0.4
Cc1ccc(/C=N/n2c(-c3ccncc3)n[nH]c2=S)cc1,12,2,x,10,2,x,x,x,1,i
COC(=O)Cc1c(C)nc2nc(NCc3ccccc3OC)[nH]n2c1=O,10,2,2,7,-3,2,-0.9,x,0,i
COC(=O)CCCCC1SCC2NC(=O)NC21 (configuration not stated),34,1,-4,4,4,-3,2.1,x,-2,0.6
c1ccc(-c2noc(-c3cccc4ccccc34)n2)cc1,-2,2,-52,9,10,-4,0.1,-4.7,1,i
CCOC(=O)c1[nH]c(C)c(C(=O)OCC(=O)N2c3ccccc3CC2C)c1C (configuration not stated),34,-1,-19,3,-8,-9,0.4,-1.5,3,i
COc1ccc(N2C(=O)CC(N3CCC(O)(c4ccc(Cl)cc4)CC3)C2=O)cc1 (configuration not stated),25,1,-5,7,9,-2,-0.6,3.8,-1,-0.2
O=S(=O)(c1cccc(C(F)(F)F)c1)N1CCCC1c1cccnc1 (configuration not stated),27,2,4,-2,7,-2,-3.5,x,2,-0.3
COc1ccccc1NS(=O)(=O)c1cc(NC(=O)C2=NNC(=O)CC2)ccc1C,x,-1,2,4,5,6,-1.3,-1.2,x,-0.3
O=C(CSc1nc2ccccc2[nH]1)Nc1nc(-c2ccccc2)c(-c2ccccc2)o1,14,25,-1,-1,-3,-2,3.8,x,0,-2.1

# Rewritten with bars between the fields: entries from further up
Structure | VHR inh abs | FBA Mtb inh | SSB-PriA inh | GDH-TPI counter | MazF activator | Rv3671c inh | UGM FP inh | Mtb BioA inh | SARS 3CLpro inh | Vc quorum ag
COC(=O)CCCCC1SCC2NC(=O)NC21 (configuration not stated) | 34 | 1 | -4 | 4 | 4 | -3 | 2.1 | x | -2 | 0.6
c1ccc(-c2noc(-c3cccc4ccccc34)n2)cc1 | -2 | 2 | -52 | 9 | 10 | -4 | 0.1 | -4.7 | 1 | i
CCOC(=O)c1[nH]c(C)c(C(=O)OCC(=O)N2c3ccccc3CC2C)c1C (configuration not stated) | 34 | -1 | -19 | 3 | -8 | -9 | 0.4 | -1.5 | 3 | i

# Following part:
SMILES,VHR inh abs,FBA Mtb inh,SSB-PriA inh,GDH-TPI counter,MazF activator,Rv3671c inh,UGM FP inh,Mtb BioA inh,SARS 3CLpro inh,Vc quorum ag
CC1(C)CC(=O)C2=C(C1)N(c1ccccc1)C(=O)CC2c1ccc(O)cc1 (configuration not stated),10,-3,-9,-3,1,5,2.6,x,0,-0.3
Cc1cnn(C(=S)NCCc2ccccc2)c1,6,1,-63,-10,-4,1,1.5,x,2,i
CSc1ccc(S(=O)(=O)N2CCC(C(=O)NCc3ccco3)CC2)cc1,12,-1,10,-4,5,-9,2.2,2.6,-10,-0.3
O=C1CC2(CCCC2)C(=O)N1CN1CCN(S(=O)(=O)c2ccc(F)cc2F)CC1,x,0,4,-2,-4,2,1.4,-1.4,x,10
CC(Sc1ccccc1)C(=O)N1CCN(S(=O)(=O)c2ccccc2)CC1 (configuration not stated),14,4,-2,9,7,2,0.8,-1.1,4,-1.0
COc1ccc(-c2[nH]ncc2C=O)cc1OC,2,1,-3&9,-5,0,-3,1.3,0.9,0,i
O=C(CCSc1ccccc1)N1CCN(C(=O)c2ccco2)CC1,-2,4,-7,13,10,-6,-2.4,-3.5,5,-0.3
COc1ccc(NS(=O)(=O)c2cc3c(cc2C)N(C(C)=O)CCO3)cc1,9,-2,-4,6,-1,0,2.4,1.5,0,-0.2
Cc1cccc(C)c1NC(=O)C(Cl)C(=O)c1ccccc1 (configuration not stated),0,2,-4,10,4,-2,-2.9,-1.1,1,0.0
CSc1nc(C)cc(C)c1C(N)=O,8,2,-11,2,1,0,1.4,0.0,4,i
Cn1nnnc1SCC(=O)Nc1sccc1C(N)=O,x,-1,-6,5,-1,2,-1.3,-0.2,x,-5.6
Cc1c(C(=O)O)sc(=S)n1-c1ccccc1,34,-1,-16,27,7,4,-0.8,0.0,-5,i
CC(C)(C)c1cnnn1-c1ccc(NC(=O)c2ccc3c(c2)OCO3)cc1,-11,-1,-13,-9,1,-7,-0.2,x,1,-0.3
Clc1ccccc1NN(Cc1ccccn1)c1ccccc1Cl,x,-3,x,4,-6,x,x,-1.6,x,i

# Filtered by structure, the entries above containing a Cl atom.
SMILES,VHR inh abs,FBA Mtb inh,SSB-PriA inh,GDH-TPI counter,MazF activator,Rv3671c inh,UGM FP inh,Mtb BioA inh,SARS 3CLpro inh,Vc quorum ag
CCCCCCC[N+](CC)(CC)CCCCc1ccc(Cl)cc1,x,1,-7,11,2,0,0.5,4.8,x,-0.4
CN(C)/C=N/c1nc2nccc(-c3ccc(Cl)cc3)n2n1,-5,72*,x,19,1,3,-1.2,x,1,0.2
CCCCN(C)CCN1C(=O)C2C(C(=O)Nc3ccc(Cl)cc3)C3C=CC2(O3)C1C(=O)NC1CCCCC1 (configuration not stated),25,-5,-15,0,16,-7,-1.1,-1.4,0,-0.3
COc1ccc(Cl)cc1C(=O)CSc1nnnn1C,20,4,-6,-5,9,-7,1.9,x,2,i
O=C(c1cccs1)N(c1cccc(Cl)c1)C1C=CS(=O)(=O)C1 (configuration not stated),18,-1,-8,2,-3,-4,-5.4,x,-3,i
COc1ccc(N2C(=O)CC(N3CCC(O)(c4ccc(Cl)cc4)CC3)C2=O)cc1 (configuration not stated),25,1,-5,7,9,-2,-0.6,3.8,-1,-0.2
Cc1cccc(C)c1NC(=O)C(Cl)C(=O)c1ccccc1 (configuration not stated),0,2,-4,10,4,-2,-2.9,-1.1,1,0.0
Clc1ccccc1NN(Cc1ccccn1)c1ccccc1Cl,x,-3,x,4,-6,x,x,-1.6,x,i
